Screens: PubChem, NCI
All columns: NCI-60 one-dose screen, growth in % after 48 h at 10 µM unless noted; 100 = growth as untreated, 0 = no growth, -100 = all killed.
ACHN = ACHN renal cancer | 81,000 tested, 4.9% active
RXF 393 = RXF 393 renal cancer cells; 77,000 tested, 6.9% active; AID 1794773
OVCAR-5 = OVCAR-5 ovarian cancer; 82,000 tested, 2.9% active; AID 1794783
OVCAR-4 = OVCAR-4 ovarian cancer cells | 80,000 tested, 3.7% active
A498 = A498 renal cancer cells | 76,000 tested, 5.4% active
OVCAR-8 = OVCAR-8 ovarian cancer. 81,000 tested, 4.4% active
OVCAR-3 = OVCAR-3 ovarian cancer; 79,000 tested, 7% active; AID 1794787
IGROV1 = IGROV1 ovarian cancer; AID 1794786; 79,000 tested, 4.7% active
SK-OV-3 = SK-OV-3 ovarian cancer cells | 80,000 tested, 3.2% active
* marks the source's active call; other numbers are inactive results; . = no result given; & = joins results of further samples; [ ] = remark or other dose. The calls were made as follows: active = growth percent below 10; inactive = the rest.

SMILES	ACHN	RXF 393	OVCAR-5	OVCAR-4	A498	OVCAR-8	OVCAR-3	IGROV1	SK-OV-3
C/C(=N\NC(=O)Cn1c(-c2ccc(S(C)(=O)=O)cc2)nc2ccccc21)c1ccc(Cl)cc1	94	92	106	100	104	81	97	93	95
COC(=O)c1ccc(CSc2ccccc2NC(=S)Nc2cccc(C(F)(F)F)c2)o1	110	100	107	89	110	106	100	96	102
CCN(CC)CCCC(C#N)c1ccccc1 (centres undefined)	105	98	106	101	95	112	110	102	113
O=C(Nc1nc2c(Cl)cccc2s1)C(Cl)(Cl)Cl	97	112	102	99	94	103	97	94	96
COc1ccc(-c2cc(=O)c3ccc4ccccc4c3o2)cc1	105	122	115	125	112	109	112	119	90
Cn1c(=O)c(C#N)c(-c2ccco2)n2c(SCc3ccccc3)nnc12	117	106	108	90	104	32	102	.	108
NC1=C(/C(N)=N/O)C(c2ccccc2Cl)c2ccc3ccccc3c2O1 (centres undefined)	93	99	102	103	67	90	95	87	78
CSc1nc2c(c(=O)[nH]1)C(c1ccc(Br)cc1)C1=C(N2)/C(=C/c2ccc(Br)cc2)CN(C)C1 (centres undefined)	73	77	104	68	63	65	83	66	103
NC(=N\N=C/c1ccco1)/C(N)=N\N=C/c1ccco1	96	111	98	105	88	103	107	111	116
Oc1ccc(N=Nc2ccc(Br)cc2)c(O)c1	50	-58*	81	34	24	24	-65*	-15*	26
Cc1ccc(N2C(=O)C(=S)N(c3ccc(C)cc3)C2=O)cc1	104	103	97	104	102	95	104	99	72
CC(=O)OCC(C)O (centres undefined)	104	124	99	105	87	102	115	95	99
COc1ccc(P(c2ccc(OC)cc2)c2ccc(OC)cc2)cc1	72	107	117	105	113	85	110	116	109
O=C(O)/C=C\C(=O)Nc1ccccc1	112	.	96	103	128	99	117	.	.
COC(=O)Nc1nnc(COc2ccc(C3CCCCC3)cc2)s1	80	100	94	92	91	102	101	84	101
O=C(O)c1ccc(-n2cc(/C=N/Nc3ccc(Cl)cc3)c(-c3ccc(O)cc3)n2)cc1	41	106	83	104	100	76	91	82	93
CCN(CC)c1cccc(OC(=O)Nc2cccc(Cl)c2Cl)c1	95	94	99	85	85	99	98	94	99
Cc1ccc(-c2n[nH]c(=O)c3c2sc2ncc(-c4ccc(C)cc4)n23)cc1	105	102	107	103	86	88	101	103	94
N#Cc1cn(-c2ccc(Cl)cc2Cl)c(C(=O)c2ccccc2)c1N	105	107	100	106	105	98	118	100	97
CCOC(=O)C1=C(C)NC(SCc2nnc(-c3ccc(Cl)cc3)o2)=NC1c1cccc(Cl)c1 (centres undefined)	91	98	90	83	118	66	83	85	70
COc1ccc2nc(C)cc(SCc3nccc(OCC(F)(F)F)c3C)c2c1	84	76	83	44	77	85	86	82	91
CC1(C)CC(=O)C2=C(C1)N(c1ccc(F)cc1F)C(N)=C(C#N)C2c1cccc(Br)c1 (centres undefined)	88	96	98	80	90	67	101	93	73
O=c1c2ccccc2c(Br)c(Br)c2ccccc12	54	48	113	82	113	97	108	91	109
CCOC(=O)Nc1cc(-c2cccnc2)cc2c(C(C)=O)c(C)[nH]c12	96	98	101	96	102	101	110	83	98
COC(=O)[C@H](Cc1cnc[nH]1)NC(=O)[C@@H](NC(=O)Nc1cc(C(F)(F)F)cc(C(F)(F)F)c1)C(C)C	-58*[100 µM]	-89*[100 µM]	-83*[100 µM]	-85*[100 µM]	-88*[100 µM]	-84*[100 µM]	-100*[100 µM]	-81*[100 µM]	-100*[100 µM]
O=C1Nc2ccc(Br)cc2/C1=N/N=C/c1ccccc1F	91	96	91	87	52	93	88	91	89
COC1C(C)OCOC2COCOC21 (centres undefined)	110	96	105	110	87	107	108	108	102
COc1ccc(-c2cc(C(=O)N=Nc3c(O)[nH]c4ccc(Br)cc34)c3ccccc3n2)cc1	25	.	51	51	143	8.8*	8.7*	12	114
N#Cc1ccc(C(=O)CSc2nccc(Nc3ccc(C(=O)O)cc3)n2)cc1	107	97	102	115	96	106	110	102	106
Cc1ccc(NC(=O)Nc2nc3ccc([N+](=O)[O-])cc3s2)cc1	1.6*	-12*	10	-6.1*	-35*	13	-0.5*	17	-12*
COc1ccc(/C=C2\COc3ccc(O)c(O)c3C2=O)c(OC)c1	56	.	74	47	114	42	29	31	73
S=C(Nc1cccc2ccccc12)NN1CCCCCC1	110	106	108	96	99	101	104	108	102
COC(=O)/C=C1/SC(=Nc2ccc(C)cc2)N(CCc2c[nH]c3ccc(O)cc23)C1=O	57	48	108	51	67	29	33	28	98
Cc1ccc(Nc2ccc(Nc3ccc(C)cc3)c3c2C(=O)c2cccc(O)c2C3=O)cc1	91	110	82	105	116	98	121	-13*	88
Cc1csc[n+]1CC(=O)c1ccc2ccccc2c1	99	106	106	100	90	113	101	93	98
CN(C)N=Nc1ccc2c(cnn2C(=O)Nc2ccc(Cc3ccccc3)cc2)c1	30	120	81	71	81	76	84	85	83
CC(C)(C)c1ccc(C2=NN(c3ccc(S(N)(=O)=O)cc3)C(=O)CC2)cc1	61	86	81	52	88	72	64	86	92
O=C(Nc1cccc(Cl)c1)c1ccc2c(c1)nc(-c1ccccc1)n2C1CCCCC1	82	45	92	100	87	89	87	106	78
CC(C)C1CCCCC1O (centres undefined)	94	112	91	118	97	109	117	130	109
Cc1cc(Cl)cc2sc(=S)[nH]c12	98	130	111	95	.	105	103	79	98
COc1ccc(OC)c(-c2[nH]c(=S)nc3c2c(N)nn3-c2ccccc2)c1	94	100	99	103	105	97	116	94	99
O=C1Nc2ccccc2/C1=N/c1nnc(Sc2ccccc2)s1	82	112	97	94	81	94	96	71	90
CC(=O)O[C@@H]1C[C@]2(C)[C@H]3[C@H](O)C[C@@H]4C5=CC(C)(C)CC[C@]5(C)CC[C@@]4(C)[C@]3(C)CC[C@H]2C(C)(C)[C@H]1O	102	111	106	106	119	104	101	106	107
OCC1OC(n2cnc3cncnc32)C(O)C1O (centres undefined)	90	103	95	119	91	95	100	97	85
O=C1NC(CO)C(=O)NC1CO (centres undefined)	103	.	96	95	161	.	114	141	107
CCCCC1C(=O)N(c2ccccc2)N(c2ccc(O)cc2)C1=O (centres undefined)	109&102	109&115	111	102&111	111	101&97	106&112	102	103&110
O=S(=O)(Oc1ccc(Cl)cc1)c1cccc2cccnc12	111	.	92	91	116	101	107	.	110
CC(C)(C)CC(C)(C)N(CSc1ccc(Cl)cc1)CSc1ccc(Cl)cc1	64	66	63	50	-7.2*	45	41	2.4*	71
CCOC(=O)C(C(=O)OCC)=C(C)C	101	114	107	103	93	98	113	100	100
COc1cc(C)cc(-c2nn(CC(N)=O)cc2-c2ccnc(Oc3ccccn3)n2)c1	106	101	108	90	79	103	104	109	102
Nc1ccc(C(=O)Nc2cccc(Cn3c(=O)[nH]c4ccc(Oc5ncccn5)cc4c3=O)c2)cc1	90	108	100	87	92	89	95	87	92
CN(C)CCOc1ccc(C(=O)C(=O)N2CCOCC2)cc1	112	119	112	106	97	97	108	108	106
CCC(C)C1NC(=O)C(NC(=O)c2c3nc4c(C(=O)NC5C(=O)NC(C(C)CC)C(=O)N6CCCC6C(=O)N(C)CC(=O)N(C)C(C(C)C)C(=O)OC5C)ccc(C)c4oc-3c(C)c(=O)c2N)C(C)OC(=O)C(C(C)C)N(C)C(=O)CN(C)C(=O)C2CCCN2C1=O (centres undefined)	-4.9*	1.3*	-77*	-1.1*	.	.	1.5*	-32*	18
CCN(CC)CCn1cc(CN)nn1	106	103	103	111	109	99	100	105	99
COc1cc(CO)cc2cc3ccccc3nc12	105	115	106	107	-22*	101	110	106	109
O=C1c2ccccc2NC(n2sc3ccccc3c2=O)N1c1ccccc1 (centres undefined)	100	110	110	99	89	.	101	96	103
CC(=O)c1ccc(NC(=O)CSc2nnc(-c3ccc(-c4nc5ccc(C)cc5[nH]4)cc3)o2)cc1	97	116	98	110	89	97	124	97	96
O=S(=O)(Oc1ccc(/C=N/NC(=S)Nc2ccccc2)cc1)C(F)(F)C(F)(F)C(F)(F)C(F)(F)C(F)(F)C(F)(F)F	109	119	98	106	104	106	117	122	109
Oc1ccc2c(O)cccc2c1	99	113	122	105	113	98	109	102	112
Cc1cc(NC(=O)CSCC(=O)O)no1	105	103	100	107	120	99	123	114	99

5 of the compounds above, in CSV form.
SMILES,ACHN,RXF 393,OVCAR-5,OVCAR-4,A498,OVCAR-8,OVCAR-3,IGROV1,SK-OV-3
Cn1c(=O)c(C#N)c(-c2ccco2)n2c(SCc3ccccc3)nnc12,117,106,108,90,104,32,102,.,108
Cc1ccc(Nc2ccc(Nc3ccc(C)cc3)c3c2C(=O)c2cccc(O)c2C3=O)cc1,91,110,82,105,116,98,121,-13*,88
CC(=O)OCC(C)O (centres undefined),104,124,99,105,87,102,115,95,99
COc1ccc(/C=C2\COc3ccc(O)c(O)c3C2=O)c(OC)c1,56,.,74,47,114,42,29,31,73
CCOC(=O)C(C(=O)OCC)=C(C)C,101,114,107,103,93,98,113,100,100

(more compounds)
SMILES	ACHN	RXF 393	OVCAR-5	OVCAR-4	A498	OVCAR-8	OVCAR-3	IGROV1	SK-OV-3
COc1cc(CCn2nnc3c(Nc4ccc(N5CCCCC5)cc4)ncnc32)cc(OC)c1	82	97	91	70	56	75	86	97	86
COc1cccc2c(OC)cccc12	102	117	96	91	.	104	111	102	106
COc1ccc(Cl)cc1/C=C/C(=O)/C=C(/C=C/c1cc(Cl)ccc1OC)OB(F)F	107	111	114	94	113	104	116	115	101
Brc1ccc(-c2nc(Br)cn3ccnc23)cc1	77	103	90	86	87	94	97	76	75
Cc1nn(-c2nc3ccccc3[nH]2)c2c1C(c1ccc(OCC(N)=O)cc1)CC(=O)N2 (centres undefined)	102	.	102	108	79	107	111	109	106
COc1ccc(NC2=C(Cl)C(=O)c3nc(C)ccc3C2=O)cc1OC	95	.	105	71	83	93	13	20	92
O=C(CCOCCOCCNC(=O)COc1ccc2c(c1)OCC(c1ccc(F)cc1)C2=O)NCCCC(O)(P(=O)(O)O)P(=O)(O)O (centres undefined)	102	115	104	102	91	104	107	110	103
Nc1ccccc1Nc1ccccc1	75&85	129&122	115&129	89&94	105	92&96	57&80	109&100	106&114
Cc1[nH]c(/C=C/C(=O)c2ccc(C(F)(F)F)c(F)c2)c(C)c1C(=O)N1CCN(C)CC1	99&105	79&105	91&99	83&91	89	98&97	104&103	99&109	111&106
C/C(CCc1ccc(O)cc1)=N\O	103	105	105	99	.	109	106	111	104
COc1ccc(-c2cc(Nc3ccnc(N4CCOCC4)n3)on2)cc1	45	-6.9*	47	62	-0.8*	37	-18*	43	43
COc1ccc(C2=CC(c3ccc(Oc4ccnc5cc(Cl)ccc45)c(OC)c3)c3c(nc(OC)[nH]c3=O)N2)cc1 (centres undefined)	57	78	115	64	70	.	58	87	102
CCCC1SCC(C)(C)NC1=O (centres undefined)	101	117	106	107	84	104	110	103	119
CCOC(=O)C(C(=O)OCC)N1C(=O)c2ccccc2C1=O	101	90	94	104	129	96	118	117	.
O=C(NCCc1ccc(O)c(O)c1)c1ccsc1Nc1ccnc(C(F)(F)F)c1	86	103	100	74	108	97	92	85	98
Cc1ccccc1NC(=O)c1ccccc1	110	105	101	113	82	99	117	111	98
O=C1OC(c2ccccc2)=NC1c1ccccc1 (centres undefined)	112	97	106	117	94	107	108	100	111
CN(C)c1ccc(Cc2ccc(N(C)C)cc2Cl)c(Cl)c1	98	93	100	79	.	101	95	91	103
COc1cc2c(cc1OCCCCC(=O)Nc1ccc(-c3nc4ccccc4s3)cc1)N=C[C@@H]1CCCN1C2=O	1.8*	-83*	4.9*	-12*	-79*	-8.7*	.	-17*	22
Cn1cc(-c2nnc(N)nc2-c2c[nH]c3ccc(Br)cc23)c2cccnc21	55	76	101	77	67	68	80	58	81
COc1ccc(NC(=O)C(=O)c2c[nH]c3ccccc23)cc1	81	87	89	83	62	82	45	77	61
Cc1ccc(N/N=C/c2ccc([N+](=O)[O-])cc2)cc1C	86	132	94	93	74	94	95	80	126
CCN1CCCC(N2c3ccccc3Sc3ccccc32)C1 (centres undefined)	98	104	106	98	100	102	99	91	111
CCSc1nc(Nc2ccc(S(=O)(=O)Nc3ccon3)cc2)c(C#N)c(-c2cccc(Br)c2)n1	91	95	90	103	94	91	117	122	99
Nc1ccc(N2CCN(c3ccc4nc(-c5ccc6nc(-c7ccc(O)cc7)[nH]c6c5)[nH]c4c3)CC2)cc1	100	97	93	105	83	104	116	105	104
Cc1cc(=O)[nH]c2cc(-c3ccccc3)nn12	118	100	79	127	79	114	116	93	84
c1ccc(CCNc2c3ccccc3nc3ccccc23)cc1	22	35	53	35	-5.2*	38	71	28	63
CC(=O)Nc1ccc(-c2nc(-c3cccc(OCCN4CCOCC4)c3)c(-c3ccnc(Br)c3)[nH]2)cc1	102	82	99	80	104	80	95	94	108

Random excerpt: three entries already listed
SMILES	ACHN	RXF 393	OVCAR-5	OVCAR-4	A498	OVCAR-8	OVCAR-3	IGROV1	SK-OV-3
CN(C)c1ccc(Cc2ccc(N(C)C)cc2Cl)c(Cl)c1	98	93	100	79	.	101	95	91	103
c1ccc(CCNc2c3ccccc3nc3ccccc23)cc1	22	35	53	35	-5.2*	38	71	28	63
Cc1ccc(N/N=C/c2ccc([N+](=O)[O-])cc2)cc1C	86	132	94	93	74	94	95	80	126
